# Assay outcomes deposited in PubChem by several laboratories.
# DUSP3 inh: inhibitors of human VHR1 phosphatase (DUSP3) | P51452 | recombinant VHR phosphatase, pNPP absorbance | inhibition, % at 13.3 µM | actives 0.52% (n = 290,000) | AID 1654; in the data active = inhibition above about 50%; also: some compounds called inactive have numbers as strong as hits
# Vc quorum ag: quorum light induction in luxS cqsA deficient V. cholerae. V. cholerae BH1578 lux reporter, luminescence, 6 h. activation, % at 18.7 µM. actives 0.16% (n = 350,000); in the data active = activation mostly above about 9.7%, no sharp cut-off; inconclusive = no clear call, values can overlap the other calls; inactive = mostly below about 3.7%; also: not every result past the cut was called active; inactives centre near 0; reference of the scale not given here
# Anthrax LF inh2: inhibitors of Bacillus anthracis lethal factor protease; multiplex microsphere protease cleavage assay, LF; actives 0.12% (n = 360,000); inhibition, % at 10 µM; P15917; in the data active = inhibition above about 30%; inconclusive = no clear call, values can overlap the other calls; also: plate controls were buffer without enzyme for full effect and enzyme alone for no effect
# Rv3671c protease: Rv3671c (M. tuberculosis) protease inhibition; actives 0.048% (n = 320,000); inhibition, % at 5.96 µM; P9WHR9; AID 2606; in the data active = inhibition above about 38%;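 also: extracellular domain of Rv3671c used as enzyme; 0% = enzyme with DMSO and 100% = no enzyme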
# TcdB GH inh: TcdB glycohydrolase inhibition. actives 0.24% (n = 350,000). P18177. AID 652162. TcdB glycohydrolase enzymatic assay, plate reader. inhibition, % at 9.99 µM; in the data active = inhibition above about 10%
# Y pestis TopoI: Y. pestis Topo-I inhibition via cleavage products. Y. pestis Topo-I cleavage product accumulation, plate reader. activity, % at 10 µM. actives 0.064% (n = 360,000). AID 504884; in the data active = activity above about 50%, passing the limit was not always enough; inconclusive = no clear call, values can overlap the other calls; also: inactives centre near 2
# PfHsp40 rescue: restores yeast growth despite PfHsp40 toxicity. S. cerevisiae expressing PfHsp40, growth rescue, ATP luminescence. growth rescue, % at 12.5 µM. actives 0.68% (n = 340,000); in the data active = growth rescue above about 28%, passing the limit was not always enough; inconclusive = no clear call, values can overlap the other calls;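 also: yeast W303a lacking pdr1 and pdr3 grown in galactose medium; growth measured after three days at 30 °C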
# PriA SSB inh: K. pneumoniae PriA-SSBct interaction inhibition. AlphaScreen SSBct-PriA binding, biotinylated peptide. inhibition, % at 33 µM. actives 0.6% (n = 430,000); in the data active = inhibition mostly above about 37%, no sharp cut-off; inactive = mostly below about 20%;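 also: plate controls were negative control peptide for no effect and reference peptide for full effect; strong numbers were not always called active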
# MazF activator: increases E. coli MazEF RNase cleavage of RNA; activation, % at 20 µM; FAM/BHQ RNA-DNA oligo cleavage fluorescence, 5 h; actives 0.32% (n = 350,000); P0AE70; in the data active = activation above about 50%
# 3CLpro inhibitor: SARS-CoV 3CLpro protease inhibition | P0C6X7 | recombinant SARS-CoV 3CLpro, quenched FRET peptide cleavage | inhibition, % at 6 µM | actives 0.14% (n = 290,000) | AID 1706; in the data active = inhibition above about 12%
# * = called active by the depositor; i = inactive; ? = inconclusive; . = not tested or not shown; & = joins results of further samples.
SMILES,DUSP3 inh,Vc quorum ag,Anthrax LF inh2,Rv3671c protease,TcdB GH inh,Y pestis TopoI,PfHsp40 rescue,PriA SSB inh,MazF activator,3CLpro inhibitor
C/C(=N\OCC(=O)OC(C)C(=O)Nc1ccc(C(N)=O)cc1)c1ccc2c(c1)OCO2 (stereo not drawn),37,-0.8,-3,-4,-1.3,6,0.3,.,0,6
CCN(CC(=O)Nc1ccc(OC)cc1)C(=O)CCS(=O)(=O)c1ccc(C)cc1,-2,i,0,-4,0.7,-2,0.7,8,-7,0
Nc1ncnc(Sc2ccccc2)c1[N+](=O)[O-],28,-0.4,0,0,0.3,4,4.4,-1,7,3
CCC1Nc2ncnc(N3CCOCC3)c2N(Cc2ccc(Br)cc2)C1=O (stereo not drawn),.,-4.0,1&0,-1,0.1&1.1,7,0.2,4,4,.
CN1CCN(CC(=O)Nc2nc3ccccc3s2)CC1,24,-0.2,-5,-1,1.3,-1,-1.0,-16,13,-1
O=C(O)c1cccc(NC(=O)c2cccc(S(=O)(=O)N3CCc4ccccc4C3)c2)c1,36,-2.0,-6,5,-0.8,-1,-0.7,3,-7,7
Cc1ccc(-c2noc(-c3ccno3)n2)cc1,33,-0.4,-11,17,-4.2,-11,0.2,-13,-3,-3
CN(C(=O)c1cccc(NC(=O)Cc2ccc(NC(=O)C3CCCN(C(=O)c4ccccc4)C3)cc2)c1)C1CCCC1 (stereo not drawn),.,-0.2,-2,.,-10,24,-0.4,1,-4,.
Cc1csc2nc(CSc3nc4ccccc4o3)c(Br)n12,-4,i,-9,-17,.,36,3.3,-17,19,-8
Cn1cncc1C#Cc1ccc2cc(C(C)(C)O)oc(=O)c2c1,.,i,7,-8,0.4,-4,-0.4,5,-7,.
Cc1c(NC(=O)c2cccs2)cccc1NC(=O)c1cccs1,-4,i,-2,.,-0.6,4,-0.2,-5,10,-1
CCOC(=O)c1ccc(NC(=O)CN2C(=O)NC3(CCCCCCC3)C2=O)cc1,.,i,-10,-2,-0.4,-7,0.0,-5,0,.
CCCCC(=O)N1CCCC(C(=O)OCC)C1 (stereo not drawn),38,2.0,-1,9,.,-10,-0.3,-10,2,-2
COCCN(C(=O)COC(=O)CCc1c[nH]c2ccccc12)c1c(N)n(Cc2ccccc2)c(=O)[nH]c1=O,.,i,-4,8,1.6,18,-0.3,-2,0,.
COc1ccccc1CNC(=O)c1cnc2sccn2c1=O,16,-0.3,-7,-1,-0.4,1,-0.5,-11,-7,.
N#Cc1nc(-c2ccccc2)oc1N1CCC(C(N)=O)CC1,-12,i,-4,-8,1.0,6,0.6,6,8,-5
COc1cccc(N2CCN(c3nc(C)cc(=O)[nH]3)CC2)c1,14,i,-2,3,1.0,-3,-1.2,5,2,1
CCN(c1ccccc1)S(=O)(=O)c1ccc2[nH]cc(C(=O)NCCOC)c(=O)c2c1,-6,-1.0,0,6,.,8,2.9,-21,-1,-6
O=C(Nc1cccc(Cl)c1)c1ccc(-n2cncn2)c([N+](=O)[O-])c1,11,-0.7,-7,2,.,0,0.9,5,2,2
Cc1n[nH]c(=S)n1-c1cccc(Cl)c1,2,-0.2,1,-2,1.7,7,-1.2,-20,4,2
O=C(Cn1nc(-c2ccccc2)c2ccccc2c1=O)NCCO,.,i,2,-3,0.0,0,1.4,6,8,0
CCOP(=O)(OCC)C(NC(=O)Nc1c(C)cc(C)cc1C)c1ccccc1 (stereo not drawn),-5,-0.8,4,-5,-1.0,0,2.7,-16,7,5
COc1ccc(C(=O)c2c[nH]cc2-c2ccccc2)cc1,5,i,-2,-8,0.5,4,-0.4,9,5,2
O=C(OCC(=O)N1CCOCC1)c1ccc[nH]c1=O,19,i,-12,4,.,7,1.6,-12,0,0
CCOC(=O)CSc1nc2sc(C)c(C)c2c(=O)[nH]1,-8,-14,-1,-1,.,4,-1.7,-6,-1,1

# Of the compounds above, these contain a Cl atom.
SMILES,DUSP3 inh,Vc quorum ag,Anthrax LF inh2,Rv3671c protease,TcdB GH inh,Y pestis TopoI,PfHsp40 rescue,PriA SSB inh,MazF activator,3CLpro inhibitor
O=C(Nc1cccc(Cl)c1)c1ccc(-n2cncn2)c([N+](=O)[O-])c1,11,-0.7,-7,2,.,0,0.9,5,2,2
Cc1n[nH]c(=S)n1-c1cccc(Cl)c1,2,-0.2,1,-2,1.7,7,-1.2,-20,4,2

# Additional results follow:
SMILES,DUSP3 inh,Vc quorum ag,Anthrax LF inh2,Rv3671c protease,TcdB GH inh,Y pestis TopoI,PfHsp40 rescue,PriA SSB inh,MazF activator,3CLpro inhibitor
CCN1C(=O)N(CC)c2cccc3cccc1c23,-18,0.0,9,5,0.3,12,-1.1,-13,1,2
O=C(NNc1nc(-c2ccccc2)c2cc(Br)ccc2n1)c1ccc(S(=O)(=O)N2CCOCC2)cc1,6,-0.2,-4,8,1.7,5,-0.6,3&-7,-3,8
Cc1ncc(CO)c(/C=N/NC(=O)c2cc(Br)ccc2O)c1O,6,i,-2,34,-7.9,2,?,.,2,6
CCOc1ccc2nc(SCC(=O)Nc3cc(C)on3)c(C)cc2c1,19,-1.3,1,3,0.1,28,-0.1,-5,14,0
CCOC(=O)c1nnn(-c2nc(N3CCCC3)nc(N3CCCC3)n2)c1-c1ccccc1,17,-0.2,-16,12,.,-4,0.0,-14,1,-2
CCCc1cc(=O)n2[nH]c(NCc3ccccc3F)nc2n1,18,-0.3,0,-2,.,3,0.7,-19,4,2
Cc1cccc(OCCCC(=O)NNC(=O)c2ccc(F)cc2)c1,.,0.9,0,-6,-2.5,-1,-1.1,-1,-1,.
Cc1ccc(/C=C/C(=O)c2ccccc(=O)c2O)cc1C,-5,-0.3,5,4,-2.1,2,?,0,2,3
Cc1ccc(S(=O)(=O)Cc2nc3ccccc3c(=O)[nH]2)cc1,37,0.6,-3,-1,.,-4,-0.8,-12,-2,0
CN1/C(=C/C(=O)c2ccc(Cl)cc2)Sc2cc3c(cc21)OCO3,26,-0.2,1,5,.,-6,-0.3,-7,431*,1
CCCN1C(=O)c2ccc(C(=O)NCc3ccco3)cc2C1=O,-12,1.0,-3,-7,.,-10,0.8,0,-16,-1
CCOC(=O)c1c(C)nc2sc3c(=O)n(-c4ccc(OC)cc4)cnc3c2c1-c1ccc(OC)cc1,25,-0.3,3,6,.,7,2.0,-23,-10,1
Cc1nc2ccc(Br)cc2c2c1CC(CO)O2 (stereo not drawn),14,1.2,-12,-8,-0.9,5,-0.3,3,1,-5
COc1ccc(N2CC(C(=O)Nc3cc(C)ccn3)CC2=O)cc1 (stereo not drawn),18,i,-5,-7,1.1,5,-0.8,-5,9,1
COc1ccc(NC(=O)c2ccc(NC(=O)CN3CCN(c4ccccc4O)CC3)cc2)cc1,.,i,-3,.,-1.2,0,.,.,8,.
Cc1cc(C)n(C2CC(=O)N(c3ccc(Cl)c(Cl)c3)C2=O)n1 (stereo not drawn),-1,-0.3,?,-3,0.8,-1,0.7,2,4,4
CCOC(=O)c1cc(=O)n2nc(-c3ccccc3F)nc2s1,20,1.6,-6,8,.,-8,-0.7,-18,4,5
CCC(=C(c1ccccc1)c1ccc(OCCN(C)C)cc1)c1ccccc1,.,-0.5,-10,.,1.2,1,.,.,.,.
COc1ccc(-c2nn(CCC(=O)O)cc2/C=C2\SC(N)=NC2=O)cc1,21,i,-1,-2,0.0,-1,0.4,.,0,-4
O=C(Nc1ccc(C(=O)O)cc1)/C(=C\C=C\c1ccccc1)NC(=O)c1ccc(Br)cc1,24,i,-4,-4,0.7,20,0.2,2,-4,8
NC(=O)CSc1nnc2n(-c3ccccc3)c(=O)c3c4c(sc3n12)CCCCC4,8,-10,-2,4,.,4,0.8,-13,1,3
O=C1CC(N2CCN(Cc3ccc4c(c3)OCO4)CC2)C(=O)N1CCc1ccccc1 (stereo not drawn),2,-0.5,-1,1,.,17,-1.2,-8,-1,5
COc1ccc(C2C(C(=O)Nc3cccc(OC)c3)c3ccccc3C(=O)N2C)cc1 (stereo not drawn),23,i,-6,-18,0.3,-5,-0.9,-17,16,4
O=C(CCc1ccccc1)NN1C(=O)C2C3C=CC(C3)C2C1=O (stereo not drawn),-3,i,-4,-1,0.4,4,-0.8,4,11,9
COC(=O)C1=C(C)N(Cc2ccco2)C(=O)/C1=C\c1ccc([N+](=O)[O-])cc1,13,1.4,-4,5,0.2,-16,0.3,14,-62,-1

# Single records (already shown). Order of screens: DUSP3 inh | Vc quorum ag | Anthrax LF inh2 | Rv3671c protease | TcdB GH inh | Y pestis TopoI | PfHsp40 rescue | PriA SSB inh | MazF activator | 3CLpro inhibitor
# CCOc1ccc2nc(SCC(=O)Nc3cc(C)on3)c(C)cc2c1 across the screens: 19 | -1.3 | 1 | 3 | 0.1 | 28 | -0.1 | -5 | 14 | 0
# COc1ccc(-c2nn(CCC(=O)O)cc2/C=C2\SC(N)=NC2=O)cc1 across the screens: 21 | i | -1 | -2 | 0.0 | -1 | 0.4 | . | 0 | -4
# CCOC(=O)c1c(C)nc2sc3c(=O)n(-c4ccc(OC)cc4)cnc3c2c1-c1ccc(OC)cc1 across the screens: 25 | -0.3 | 3 | 6 | . | 7 | 2.0 | -23 | -10 | 1
# Cc1cccc(OCCCC(=O)NNC(=O)c2ccc(F)cc2)c1 across the screens: . | 0.9 | 0 | -6 | -2.5 | -1 | -1.1 | -1 | -1 | .
# COc1ccc(C2C(C(=O)Nc3cccc(OC)c3)c3ccccc3C(=O)N2C)cc1 (stereo not drawn) across the screens: 23 | i | -6 | -18 | 0.3 | -5 | -0.9 | -17 | 16 | 4

# Further compounds.
SMILES,DUSP3 inh,Vc quorum ag,Anthrax LF inh2,Rv3671c protease,TcdB GH inh,Y pestis TopoI,PfHsp40 rescue,PriA SSB inh,MazF activator,3CLpro inhibitor
CCCCN(C)C(=O)c1nc2ccccn2c1CNCCCn1nnc2ccccc21,39,-0.2,-6,4,0.9,-2,-1.5,-6,8,-2
CCN(C(=O)C(C)N1C(=O)/C(=C/c2cccs2)SC1=S)C1CCS(=O)(=O)C1 (stereo not drawn),2,0.2,0,-6,1.5,41,0.9,22,5,4
O=C(O)/C(=C\c1cccs1)c1ccccc1,25,-1.0,2,3,2.3,3,-0.5,-12,-10,5
Cc1c(C=C(C#N)c2ccc([N+](=O)[O-])cc2)c(=O)n(-c2ccccc2)n1C,.,3.3,4,.,-2.0,-7,-2.6,-7,9,.
Cc1ccc(C(=O)Nc2ccc(NC(=O)c3ccco3)c(C)c2)cc1,30,-0.3,-3,-7,-0.3,8,-0.8,1,15,-4
CS(=O)(=O)N1CCC(C(=O)NNC(=O)Nc2ccc(F)c(Cl)c2)CC1,24,i,.,-1,3.3,3,-1.5,-5,3,-3
O=C(CCC1CCCC1)Nc1ccon1,-14,-9.1,2,-3,.,-4,0.5,-5,0,-3
CCOc1cc(CNCCCN2CCOCC2)ccc1OCC(=O)Nc1cccc2ccccc12,-15,i,-12,6,.,0,-1.3,-10,-1,-7
COc1ccc(S(=O)(=O)N2CCOCC2)cc1NC(=O)COc1ccc(C(C)=O)cc1OC,.,-12,3,.,2.0,18,0.6,0,7,.

# Some of the compounds tested. The share of hits here may be higher or lower than overall.
